Compound activity deposited in PubChem BioAssay by several laboratories.
MsrA inh – bovine MsrA inhibition. AID 651718. 360,000 compounds, 0.75% hits. inhibition, % at 15.5 µM. purified bovine MsrA, absorbance read-out; in the data active = inhibition above about 4.5%;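 note: 0% = vehicle wells with enzyme and 100% = reference inhibitor wells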
SKN-1 block – C. elegans SKN-1 inhibition. inhibition, % at 21.8 µM. 360,000 compounds, 0.49% hits. AID 624304. C. elegans VP596 Pgst-4::GFP/RFP ratio, acrylamide-induced, 24 h;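 active = interference check ratio from 0.5 to 1.5 plus GFP to RFP signal ratio inhibition reaching or exceeding a fixed threshold, cut at about 30% in these data, passing the limit was not always enough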; note: some compounds called inactive have numbers as strong as hits
FAS TE block – inhibitors of human fatty acid synthase thioesterase domain; P49327; recombinant FAS-TE, OMFH fluorogenic substrate, fluorescence endpoint; inhibition, % at 15 µM; 360,000 compounds, 0.67% hits;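 active = compounds whose normalised, plate-corrected inhibition of enzyme fluorescence in the single-dose primary screen is 50% or more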;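 note: 0% = DMSO with enzyme and 100% = substrate without enzyme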
eLon inh – inhibitors of E. coli Lon protease | P0A9M0 | inhibition, % at 7.94 µM | purified E. coli Lon protease, fluorescence polarization | 360,000 compounds, 0.42% hits | AID 602123; in the data active = inhibition above about 13%, passing the limit was not always enough;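 note: 0% = enzyme with probe and DMSO and 100% = no enzyme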
bovine MsrA act – bovine methionine sulfoxide reductase A activation; purified bovine MsrA, absorbance read-out; activation, % at 10.6 µM; 360,000 compounds, 0.3% hits; AID 602163; in the data active = activation above about 7.5%;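 note: 0% = vehicle and 100% = reference activator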
MT1-MMP act inh – blocks activation of human MT1-MMP | 360,000 compounds, 0.061% hits | AID 651647 | HT1080 RFP-PRO-GFP cells, GFP/RFP ratio fluorescence, overnight; percent of plate control window, DMSO zero | GFP/RFP ratio change, % at 20 µM | P50281;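 active = GFP/RFP ratio change of at least 30% with cell ATP level not reduced by more than half and red fluorescence within 50% of control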; note: strong numbers were not always called active
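Test system: HT1080 RFP-PRO-GFP cells; Benchmarks: DMSO and RFP-L50D-GFP cell wells; Timing: cells overnight before dosing, compound overnight, 37 °C, 5% CO2; Compound: one 20 µM compound dose with 1% DMSO; Read-out: GFP/RFP fluorescence ratio.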
TbMetRS inhib – blocks T. brucei methionyl-tRNA synthetase activity. purified T. brucei MetRS, ATP depletion, Kinase-Glo luminescence. inhibition, % at 11.9 µM. 360,000 compounds, 0.4% hits. AID 624268;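 active = inhibition above a per-plate cutoff of the control wells' mean inhibition plus 3 SD, cut at about 5.5% in these data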;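 note: 0% = DMSO wells median and 100% = median of wells with control inhibitor compound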
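technique = Kinase-Glo luminescence, ATP depletion format | system = purified MetRS (methionyl-tRNA synthetase) enzyme from Trypanosoma brucei | timing = 15 min preincubation, 2 h reaction, all 25 °C | evaluation = percent inhibition versus plate control medians | dosing = single dose, 11.9 µM final nominal, 0.9% final DMSO | also added = substrates ATP, L-methionine and bulk Escherichia coli tRNA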
NRP1-CendR mod – NRP-1/CendR interaction modulation | inhibition, % at 25 µM | 360,000 compounds, 0.85% hits | O14786 | AID 602438 | FAM-RPARPAR peptide binding to NRP-1, fluorescence polarization;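 active = inhibition or corrected inhibition above about 18%, plus a signal ratio from 0.5 to 1.5, limit read from the data, passing the limit was not always enough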; note: strong numbers were not always called active
MLLE-PAM2 inh – inhibitors of microRNA-mediated deadenylation, human PABP1 MLLE binding; P11940; GST-MLLE / FITC-PAM2 fluorescence polarization; inhibition, % at 20 µM; 360,000 compounds, 0.36% hits; in the data active = inhibition above about 35%, passing the limit was not always enough;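 note: plate controls were DMSO wells with GST-MLLE for no effect and wells lacking GST-MLLE protein for full effect; some results filed as inactive read as strong as hits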
An asterisk follows results filed as active; x = no result given. Rows were taken by chance; overall some 4% were active at least once.

SMILES	MsrA inh	SKN-1 block	FAS TE block	eLon inh	bovine MsrA act	MT1-MMP act inh	TbMetRS inhib	NRP1-CendR mod	MLLE-PAM2 inh
O=C1CCC(C(=O)NCc2cccnc2)N1 (centres undefined)	-0.3	-30.8	-6.6	0.8	-9.7	5.9	-0.4	3.5	5.3
CC(C)n1c(-c2cccnc2)nc2cnccc21	0.0	-19.7	-7.7	-7.6	-1.2	-9.1	-0.3	-0.3	9.0
CCCCc1nc2cc(C(=O)N3CCCC(COC)C3)ccc2o1 (centres undefined)	0.0	25.5	6.0	-0.3	-0.4	-6.1	-0.2	6.0	-5.1
CCCNC(=O)C1CC(c2ccccc2C(F)(F)F)=NO1 (centres undefined)	-0.3	4.6	-13.5	-2.2	-2.8	1.3	-0.4	0.3	0.0
C=CCNCCOc1cccc(Br)c1	-1.1	-0.9	-13.8	5.7	-7.4	3.4	-0.8	3.6	-0.6
CC(=O)c1ccc(Nc2nc(C(N)Cc3ccc(C(F)(F)F)cc3)cs2)cc1 (centres undefined)	1.6	8.9	2.5	2.2	-2.0	-11.2	-0.2	12.1	0.5
Cc1ccc(NS(=O)(=O)c2ccc(C)c(NC(=S)NCCN3CCOCC3)c2)c(C)c1	0.7	-1.7	-2.3	-2.5	-1.5	0.1	-0.2	8.2	33.0
O=C(Nc1ccc2c(c1)CCC2)c1cccc(S(=O)(=O)Nc2ccccc2Cl)c1	-0.6	1.5	13.4	2.4	-4.9	-1.3	-0.3	3.7	-6.5
Cc1ccc(C(=O)N/N=C\c2ccc(-c3ccc([N+](=O)[O-])cc3)o2)cn1	-0.6	-8.4	-3.2	-7.7	-3.1	-4.8	0.5	-14.0	22.1
O=C(NNC(=O)c1cccc(-n2cccc2)c1)c1ccc(F)cc1	0.7	7.0	-2.7	-11.2	-4.7	-1.7	-0.1	-17.0	-1.1
C/C(=N\Nc1ccc(C(=O)O)cc1)c1ccc2c(c1)Nc1ccccc1S2	2.1	7.1	71.3*	-3.1	-0.9	1.2	2.4	-33.7	7.3
CC(NC(=O)c1ccccc1)C(=O)NC1CCCc2ccccc21 (centres undefined)	-0.8	-5.7	-2.7	-12.0	-2.1	0.9	-0.5	-1.0	-0.7
Cc1ccc2c(c1)c1nc3ccccc3nc1n2CCN1CCOCC1	0.9	-14.4	-4.3	1.4	-12.5	5.3	-0.8	-10.8	5.1
CCCC(=O)O[C@H]1C[C@@H](C)N(C(=O)c2ccccc2)c2ccc(C)cc21	0.8	16.5	11.8	-1.4	-5.7	-1.7	-0.3	-11.6	-1.5
Cc1ccc2nc(SC(C)C(=O)Nc3cccc([N+](=O)[O-])c3)[nH]c2c1 (centres undefined)	2.5	4.3	25.3	-3.1	-6.0	-7.0	37.7*	8.9	-60.2
O=C(CSc1nnc(-c2ccncc2)o1)Nc1cccc(F)c1	0.6	2.5	-5.6	-3.8	0.7	-2.2	-0.2	-7.5	-9.6
O=C(Nc1nccs1)c1ccc(COc2ccc(Cl)cc2)o1	-0.7	10.9	7.0	4.2	-3.4	-0.5	-0.3	-6.4	-1.3
CCCCC(O)CN1CCC(c2ccccc2)CC1 (centres undefined)	-0.7	-24.8	-8.6	3.0	-11.9	-3.8	-0.1	6.0	-0.3
N#Cc1c(-c2ccc(Cl)cc2)c2c([nH]c1=S)CCCC2	1.6	-7.3	13.5	-5.4	-4.2	0.5	-1.1	0.6	24.7
CC1CCCC(C)N1C(=O)c1cccc2c1-c1ccccc1/C2=N/O (centres undefined)	-0.3	16.9	-26.9	-6.8	-2.7	-11.2	-0.5	11.8	2.5
Cc1cc(=O)n2nc(N3CCCC(C(=O)NC4CCCCC4C)C3)sc2n1 (centres undefined)	-0.3	14.8	-0.3	-3.0	-2.2	-4.0	-0.2	13.2	-8.9
Cc1ccc(OC(=O)c2ccc(Cl)c([N+](=O)[O-])c2)cn1	1.5	-6.9	7.3	8.7	-2.3	1.7	0.2	-5.4	2.9
O=C(Cc1ccc(NC(=O)C2CCCN(C(=O)C3CCC3)C2)cc1)Nc1cccc(C(=O)N2CCCCC2)c1 (centres undefined)	-0.3	1.6	-4.0	-8.8	-2.0	2.9	-1.0	-5.7	8.4
CCN(CC)S(=O)(=O)c1ccc(N2CCOCC2)c(NC(=O)c2ccccc2F)c1	-0.1	9.0	14.1	-0.2	-3.1	-0.7	0.5	-0.4	0.1

The last 2 records of the section before are carried over, then new ones follow.
SMILES	MsrA inh	SKN-1 block	FAS TE block	eLon inh	bovine MsrA act	MT1-MMP act inh	TbMetRS inhib	NRP1-CendR mod	MLLE-PAM2 inh
O=C(Cc1ccc(NC(=O)C2CCCN(C(=O)C3CCC3)C2)cc1)Nc1cccc(C(=O)N2CCCCC2)c1 (centres undefined)	-0.3	1.6	-4.0	-8.8	-2.0	2.9	-1.0	-5.7	8.4
CCN(CC)S(=O)(=O)c1ccc(N2CCOCC2)c(NC(=O)c2ccccc2F)c1	-0.1	9.0	14.1	-0.2	-3.1	-0.7	0.5	-0.4	0.1
COc1ccc(CCN2CCCC(CN(C)C(=O)c3ccoc3)C2)cc1 (centres undefined)	1.2	3.2	-0.6	2.3	-4.4	-1.7	-0.6	-13.3	-0.6
CC(OC(=O)c1cc(S(=O)(=O)N2CCOCC2)ccc1F)C(=O)NC1CCCCC1C (centres undefined)	-1.4	4.1	-0.9	-0.9	-2.2	-3.9	-0.2	15.3	2.5
Cc1ccc(C(=O)n2nc(C#N)c(C#N)c2N)cc1	0.7	1.2	-2.2	-3.2	-2.3	2.3	-0.3	-8.2	-25.5
Cc1nonc1NC(=O)c1oc2ccc(F)cc2c1C	0.2	7.7	-3.9	-4.8	-4.5	-1.6	-0.4	1.0	-7.3
Brc1cnc2ccccc2c1N1CCCCC1	0.6	-7.4	19.5	3.4	-4.1	-2.1	-0.6	-15.9	1.6
COc1ccc2c(c1)cc(C(=O)N/N=C/c1c(O)c(C(=O)O)cc3ccccc13)n2C	1.1	-17.0	24.4	-406.6	-3.0	-22.5	0.2	-102.5	-78.6
COc1ccc(NC(=O)C(CC(=O)O)Cc2ccc(Br)cc2)cc1 (centres undefined)	-0.9	3.3	-2.1	-1.8	0.3	-2.0	-0.3	-2.3	-1.6
Cc1ccc(Nc2nnc(SCC(=O)Nc3ncc(C(F)(F)F)cc3Cl)s2)cc1	1.6	-2.2	13.9	-1.7	-1.3	1.3	0.0	-7.9	-100.5
COc1c(Cl)cc(Cl)cc1C(=O)Nc1ccccc1N1CCN(C(C)=O)CC1	0.3	2.4	-2.2	-4.8	-3.5	-3.1	-0.8	-0.9	1.1
COc1ccc(CNC(=O)CN(C(=O)c2csnn2)c2ccc(F)cc2)cc1	0.1	10.0	-2.7	8.0	-2.2	1.0	0.3	5.6	12.1
Cc1cc(-c2nnc(SCC(=O)Nc3ccccc3C(F)(F)F)n2N)n[nH]1	0.0	-8.7	-2.0	5.1	-6.0	1.8	-0.7	-3.0	-4.5
CC(C)NC(=O)N(C)C[C@@H]1Oc2ncc(-c3cccc(C#N)c3)cc2C(=O)N([C@H](C)CO)C[C@@H]1C	-0.4	6.7	-4.7	-2.2	0.1	-0.9	0.4	-2.0	-5.8
COc1ccc(NC(=O)NC(c2ccccc2)c2ccccc2)c(OC)c1	-0.3	6.8	-4.9	-5.1	-2.4	-2.0	-0.4	11.1	4.2
Cc1ccc2nsnc2c1NC(=O)COc1ccccc1F	-0.1	0.6	-9.0	-2.0	0.0	-1.6	0.2	12.0	-0.9
COc1ccc(-c2nc3c(Cl)cc(C(F)(F)F)cn3c2Cc2ccsc2)cc1OC	0.2	5.8	20.9	3.5	-2.4	1.5	0.1	-12.4	x
COc1ccc(N=Cc2sc3ccccc3c2Cl)cc1	1.9	4.7	25.5	-4.0	-3.1	0.2	0.1	-6.9	1.6
O=C(Cc1ccc(Cl)cc1)NN1C(=O)c2ccccc2C1=O	1.6	-4.7	-5.9	1.2	-10.2	1.9	-0.8	-1.1	-8.4
CCc1ccc(C2C(C#N)=C(N)Oc3cc(N)ccc32)cc1 (centres undefined)	0.3	16.7	20.1	-36.9	-0.6	-3.2	-1.3	13.1	-17.7
CC(Oc1ccc2c3c(c(=O)oc2c1)CCC3)C(=O)NC1CCN(Cc2ccccc2)CC1 (centres undefined)	0.7	6.1	3.4	-2.1	3.7	4.5	-0.3	18.0*	-3.7
NC(=O)COC(=O)CSc1ccc2ccccc2c1	-0.4	5.9	-1.3	4.5	-1.7	0.8	0.7	11.8	-2.6
N#CC(C#N)=CNc1cccnc1	1.3	-15.0	2.8	-1.8	-6.3	-2.4	-1.3	3.3	11.1
O=C(Nc1nnc(C2=COCCO2)o1)c1ccc([N+](=O)[O-])s1	2.9	-5.9	3.8	0.6	-1.8	-1.9	0.2	8.7	24.7
COC(=O)C(C)(C)ONC(=O)Nc1ccccc1Cl	3.1	-7.2	-4.2	1.9	-4.4	5.8	0.1	14.6	12.9
CC(C)(C)c1ccc(C(=O)NC(=S)NCc2cccnc2)cc1	-0.6	10.2	-1.8	0.6	-1.1	5.8	0.2	1.1	18.4
COc1ccc(NC(=O)CC2Nc3ccccc3NC2=O)c([N+](=O)[O-])c1 (centres undefined)	1.9	-8.0	-4.5	-7.7	-3.1	8.8	-0.7	-20.4	-18.0
CC(=O)CSc1nc(-c2cccs2)c(C#N)c(=O)[nH]1	1.9	2.6	-9.3	-19.5	-6.9	-3.6	-0.3	-37.0	-12.1
Cc1ccc(S(=O)(=O)Nc2ccc(Br)cc2C(NCC(=O)O)c2ccccc2)cc1 (centres undefined)	0.1	-7.6	-5.5	-1.7	-10.9	1.1	-0.7	10.6	-3.3
CCOC(=O)c1ccc(COC(=O)CNC(=O)CNC(=O)c2ccc(OC)cc2)o1	-0.1	-18.2	-1.1	-5.8	-11.4	1.1	-1.5	2.1	1.6
CNc1cncc(-c2cccc(C(=O)N(C)C)c2)n1	0.9	-0.6	-7.1	-4.4	-4.2	-7.2	-0.3	6.7	0.0
COCC(=O)Nc1sc2c(c1C(=O)OC)CCCC2	0.1	33.8*	7.0	0.3	-3.3	-68.7	0.1	-5.3	7.3
CCn1c(SCC(=O)N2CCN(C)CC2)nc2c1c(=O)n(C)c(=O)n2C	-1.3	-1.5	-4.0	-4.1	-3.1	2.8	0.0	2.2	-1.4
CCOc1ccc(NC(=O)CCc2nnc3ccc(N4CCN(C)CC4)nn23)cc1	0.0	6.9	-4.5	4.2	-6.5	-2.9	-0.4	15.2	5.3
Cc1oc(-c2cccc(Cl)c2)nc1CN1CCCC(C(=O)NCc2ccco2)C1 (centres undefined)	0.7	12.9	3.1	2.2	-3.2	2.4	-0.3	-6.3	1.5
Cc1scc(C(=O)N2CCN(c3ccc(Cl)cc3)CC2)c1C	0.8	-5.8	5.8	-0.1	-5.9	2.9	-0.6	15.5	-6.7
O=C(NCc1cccs1)C1CCCN1C(=O)Nc1cccc(F)c1 (centres undefined)	-0.3	0.9	2.1	-0.8	-3.5	1.2	-0.1	-30.1	4.8
COc1ccc(-c2nn(-c3ccccc3)cc2/C=C2/SC(=S)N(Cc3ccco3)C2=O)c(C)c1	-1.1	-13.7	14.2	-4.5	-8.5	3.0	-0.8	-5.7	-12.8
